Screening data as filed in PubChem BioAssay.
CSN deneddyl inh = inhibitors of CSN-mediated cullin deneddylation, primary screen, biochemical, fluorescence polarization, uHTS; COP9 signalosome complex subunit 5 (Homo sapiens), Q92905; Purified CSN, SCF-Nedd8-OG deneddylation; inhibition, % at 12.5 µM; hit rate 0.38% among 360,000;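 active means pattern-corrected inhibition above about 35%, with an unprinted fluorescence ratio check between 0.5 and 1.5, limit read from the data, passing the limit was not always enough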;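 further: 0% = enzyme with substrate and 100% = substrate without enzyme; some results filed as inactive read as strong as hits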
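Detection – fluorescence polarization · System – HEK293T-derived human Csn5 enzyme · Controls – substrate-only high control, full reaction low control · Timing – 90 min, room temperature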
MLLE-PAM2 inh = inhibitors of PABP1 MLLE–PAM2 peptide binding, primary screen, biochemical, fluorescence polarization, FITC-PAM2, GST-MLLE | inhibition, % at 20 µM | hit rate 0.36% among 360,000; in the data active means inhibition above about 35%, passing the limit was not always enough;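 further: plate controls were DMSO wells with GST-MLLE for no effect and wells lacking GST-MLLE protein for full effect; some results filed as inactive read as strong as hits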
MsrA inh = bovine MsrA enzyme inhibitors, primary screen, biochemical, absorbance, HTS; hit rate 0.75% among 360,000; Methionine sulfoxide reductase A (Bos taurus); purified bovine MsrA, absorbance read-out; inhibition, % at 15.5 µM; in the data active means inhibition above about 4.5%;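 further: 0% = vehicle wells with enzyme and 100% = reference inhibitor wells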
bovine MsrA act = bovine MsrA enzyme activators, primary screen, biochemical, absorbance, HTS; Methionine sulfoxide reductase A (Bos taurus); hit rate 0.3% among 360,000; activation, % at 10.6 µM; AID 602163, 2012; purified bovine MsrA, absorbance read-out; in the data active means activation above about 7.5%;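 further: 0% = vehicle and 100% = reference activator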
Rin1-Abl PPI inh = inhibitors of Rin1-Abl protein binding, primary screen, biochemical, TR-FRET | Tyrosine-protein kinase ABL1 (Homo sapiens) + Ras and Rab interactor 1 (Homo sapiens), … | inhibition, % at 7.35 µM | hit rate 0.4% among 360,000; in the data active means inhibition above about 5%, passing the limit was not always enough
Target sequence (P00519 whole entry, looked up): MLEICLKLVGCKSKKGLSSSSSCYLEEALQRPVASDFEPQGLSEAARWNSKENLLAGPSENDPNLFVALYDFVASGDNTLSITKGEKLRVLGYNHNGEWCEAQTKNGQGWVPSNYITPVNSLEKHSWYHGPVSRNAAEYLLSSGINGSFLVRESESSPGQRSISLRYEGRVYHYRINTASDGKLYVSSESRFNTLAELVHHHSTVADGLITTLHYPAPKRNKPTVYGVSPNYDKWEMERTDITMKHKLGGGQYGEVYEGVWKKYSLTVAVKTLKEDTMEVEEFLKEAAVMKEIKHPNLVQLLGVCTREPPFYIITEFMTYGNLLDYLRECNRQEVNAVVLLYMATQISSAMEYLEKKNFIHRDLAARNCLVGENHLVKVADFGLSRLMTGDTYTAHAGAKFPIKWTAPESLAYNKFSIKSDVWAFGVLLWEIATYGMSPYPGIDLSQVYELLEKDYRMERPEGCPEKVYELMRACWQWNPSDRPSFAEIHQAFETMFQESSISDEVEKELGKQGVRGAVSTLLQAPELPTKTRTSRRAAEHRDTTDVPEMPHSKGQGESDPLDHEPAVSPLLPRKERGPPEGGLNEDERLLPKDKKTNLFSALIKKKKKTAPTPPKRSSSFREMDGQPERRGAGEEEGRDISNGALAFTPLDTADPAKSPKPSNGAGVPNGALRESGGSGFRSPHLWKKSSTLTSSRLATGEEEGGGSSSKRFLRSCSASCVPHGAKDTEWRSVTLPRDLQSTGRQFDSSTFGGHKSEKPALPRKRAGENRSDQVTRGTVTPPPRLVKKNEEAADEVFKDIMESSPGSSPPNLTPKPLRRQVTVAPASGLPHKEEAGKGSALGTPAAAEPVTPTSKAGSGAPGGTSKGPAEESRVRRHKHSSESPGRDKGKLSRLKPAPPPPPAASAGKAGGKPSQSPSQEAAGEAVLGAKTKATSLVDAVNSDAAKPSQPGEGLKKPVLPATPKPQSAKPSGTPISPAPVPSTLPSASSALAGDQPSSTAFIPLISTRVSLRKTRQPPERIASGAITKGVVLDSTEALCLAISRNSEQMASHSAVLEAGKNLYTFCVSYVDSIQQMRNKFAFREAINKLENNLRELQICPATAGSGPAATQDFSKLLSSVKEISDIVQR
Target sequence (Q13671 whole entry, looked up): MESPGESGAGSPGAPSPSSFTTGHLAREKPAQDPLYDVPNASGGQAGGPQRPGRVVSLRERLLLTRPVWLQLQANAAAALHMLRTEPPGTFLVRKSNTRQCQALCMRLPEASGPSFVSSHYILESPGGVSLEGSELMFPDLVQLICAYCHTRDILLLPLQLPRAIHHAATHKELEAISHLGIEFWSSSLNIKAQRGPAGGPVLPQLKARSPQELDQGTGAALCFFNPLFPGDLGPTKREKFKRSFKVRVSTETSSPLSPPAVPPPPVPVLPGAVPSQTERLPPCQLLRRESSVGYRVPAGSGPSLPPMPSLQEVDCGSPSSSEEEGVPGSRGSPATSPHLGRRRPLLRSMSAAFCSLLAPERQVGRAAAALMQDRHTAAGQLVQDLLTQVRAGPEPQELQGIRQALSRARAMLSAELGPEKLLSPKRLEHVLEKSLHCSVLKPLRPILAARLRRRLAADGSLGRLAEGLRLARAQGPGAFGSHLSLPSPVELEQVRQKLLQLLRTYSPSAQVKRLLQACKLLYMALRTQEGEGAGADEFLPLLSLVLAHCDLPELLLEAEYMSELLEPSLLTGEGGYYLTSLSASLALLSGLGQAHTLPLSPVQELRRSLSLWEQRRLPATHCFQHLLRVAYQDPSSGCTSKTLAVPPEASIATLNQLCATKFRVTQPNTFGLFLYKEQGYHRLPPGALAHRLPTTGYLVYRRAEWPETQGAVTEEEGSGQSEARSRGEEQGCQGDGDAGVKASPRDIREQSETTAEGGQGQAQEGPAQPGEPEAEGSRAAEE
eLon inh = inhibitors of E. coli Lon protease, primary screen, biochemical, fluorescence polarization. P0A9M0. purified E. coli Lon protease. inhibition, % at 7.94 µM. hit rate 0.42% among 360,000; in the data active means inhibition above about 13%, passing the limit was not always enough;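 further: 0% = enzyme with probe and DMSO and 100% = no enzyme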
Tb MetRS inh = T. brucei MetRS inhibitors, primary screen, biochemical, luminescence; methionyl-tRNA synthetase (Trypanosoma brucei brucei); purified T. brucei MetRS, ATP depletion, Kinase-Glo luminescence; inhibition, % at 11.9 µM; hit rate 0.4% among 360,000; AID 624268, 2012;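 active means inhibition above a per-plate cutoff of the control wells' mean inhibition plus 3 SD, cut at about 5.5% in these data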;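 further: 0% = DMSO wells median and 100% = median of wells with control inhibitor compound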
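Material – parasite MetRS enzyme · Medium – HEPES-MgCl2-KCl buffer plus DTT, spermine, BSA, pyrophosphatase · Reagent – ATP, methionine and E. coli bulk tRNA substrates · Times – 15 min enzyme-compound preincubation, 2 h reaction, 10 min detection, 25 °C · Measured by – luminescence of leftover ATP · Evaluation – percent inhibition relative to median high and low control wells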
Neddylation inh = inhibitors of cullin neddylation, primary screen, biochemical, TR-FRET, uHTS, NAE and Ubc12. NEDD8-conjugating enzyme Ubc12 (Homo sapiens) + NEDD8-activating enzyme E1 regulatory …. hit rate 0.58% among 360,000. calls only at 25 µM; in the data active means inhibition above about 36%
FAS-TE inh = FAS thioesterase domain inhibitors, primary screen, biochemical, fluorescence intensity, uHTS | Fatty acid synthase (Homo sapiens), P49327 | recombinant FAS-TE, OMFH fluorogenic substrate, fluorescence endpoint | inhibition, % at 15 µM | hit rate 0.67% among 360,000;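 active means compounds whose normalised, plate-corrected inhibition of enzyme fluorescence in the single-dose primary screen is 50% or more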;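 further: 0% = DMSO with enzyme and 100% = substrate without enzyme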
Starred values were filed as active, the others as inactive; i = inactive; / = not tested or not shown; + = active, no number. An unsorted share of the library; overall some 4% were active at least once.

SMILES	CSN deneddyl inh	MLLE-PAM2 inh	MsrA inh	bovine MsrA act	Rin1-Abl PPI inh	eLon inh	Tb MetRS inh	Neddylation inh	FAS-TE inh
CC(C)c1ccc(NC(=S)NCc2cccs2)cc1	1	-17	0.7	8.1*	-2	-6	-0.2	i	13
CC(C)CN(C(=O)COC(=O)C1=COCCO1)c1c(N)n(Cc2ccccc2)c(=O)[nH]c1=O	-5	-10	0.6	-2	-2	-14	0.0	i	-7
O=C(NC(=S)NCc1ccccc1)c1cccs1	-3	26	4.1	-4	1	2	-0.3	i	13
CCOC(=O)c1ccc(NC(=O)CSc2ncccn2)cc1	-2	-122	-1.6	-2	1	3	-0.8	i	-3
CCOC(=O)N1CCN(C(=O)c2cc(Cl)c(Cl)cc2C(=O)O)CC1	3	3	/	-11	-3	-1	-1.7	i	-11
O=C(Cc1ccccc1)Nc1cccc(NC(=O)c2cccs2)c1	-4	1	0.1	-5	-2	-3	-0.5	i	-1
CC1(C(=O)NS(=O)(=O)C2CC2)CCCN(C(=O)c2cccc(OC(F)(F)F)c2)C1 (centres undefined)	-7	11	0.2	0	1	-12	-0.2	i	-5
Cc1cccc2c1N(C(=O)c1ccco1)C(C)(C)c1ssc(=S)c1-2	-2	-2	-0.9	-11	-3	4	-0.6	i	-1
c1ccc(NC2=Nc3ccccc3CS2)cc1	-2	2	-0.2	-1	-1	8	-0.9	i	-8
CCCN1CCN(CCCNC(=O)Cn2nc(C)n3c(cc4cc(OC)ccc43)c2=O)CC1	1	-5	-0.4	-4	-3	4	-0.3	i	-8
CC(CC(=O)O)CC(=O)Nc1cccc([N+](=O)[O-])c1 (centres undefined)	1	3	-0.1	-3	1	7	-0.7	i	-3
CC1(C)CN(C2CCCCC2)C(=O)[C@H]1CC(=O)Nc1ccccc1	-1	10	1.3	-5	0	4	-2.0	i	-6
O=C(Nc1ccc(S(=O)(=O)Nc2ncccn2)cc1)c1cncc(Br)c1	-14	-37	0.5	-15	11*	13	64*	i	-9
Cc1cc(SCC2=NNC(=O)C2)c(Cl)cc1Cl	-2	-19	-0.7	-4	4	-3	-0.5	i	-4
CCCCNC(=O)COC(=O)C1CCN(S(=O)(=O)c2ccc3c(c2)OCCO3)CC1	-2	8	-0.7	-4	-4	-11	-0.3	i	-5
COc1ccc(CC(=O)NNC(=O)c2ccncc2)cc1	-2	-9	-0.2	-3	1	3	-0.1	i	-1
C=CCN(c1ccccc1)S(=O)(=O)c1ccc2c(c1)NC(=O)C(C)C(=O)N2 (centres undefined)	-2	-2	-0.9	-1	5	5	0.3	i	-6
CC1(C(=O)NS(=O)(=O)c2ccccc2Cl)CCN1C(=O)C1(c2ccc(Cl)cc2)CCC1 (centres undefined)	0	6	-1.0	-2	-2	5	-0.2	i	-7
Cc1cc(NC(=O)CSc2nnc(C)o2)no1	-1	9	-0.7	-1	3	-9	-0.2	i	-1
Cc1cc(C(=O)N/N=C/c2cccn2C)n[nH]1	0	17	3.1	-4	-1	2	-0.2	i	-6
CCN1CCN(c2ccc(S(=O)(=O)N3CCCCC3)cc2NC(=O)Cc2ccc(Cl)c(Cl)c2)CC1	4	1	/	-1	-1	-8	-0.6	i	18
C#CCOCCOCCOCCNc1nc(N2CCOCC2)nc(N2CCN(C(=O)[C@H](CCCCN)n3cc([C@@H](N)C(C)CC)nn3)CC2)n1 (some centres undefined)	-8	1	-0.2	-2	6	-2	-0.2	i	-12
CCN(Cc1cc2cc(C)ccc2[nH]c1=O)C(=O)c1cccc(OC)c1	2	6	0.7	-5	-1	-7	-0.2	i	-4
CCOC(=O)c1c(-c2cccs2)csc1N	-3	28	-0.9	-3	-1	-3	0.5	i	2
CC1CCCC(C)N1C(=O)COC(=O)c1cc(S(=O)(=O)N2CCOCC2)ccc1Cl (centres undefined)	-1	-4	-0.1	-6	-2	-4	0.0	i	-5
(further entries)
SMILES	CSN deneddyl inh	MLLE-PAM2 inh	MsrA inh	bovine MsrA act	Rin1-Abl PPI inh	eLon inh	Tb MetRS inh	Neddylation inh	FAS-TE inh
CN(C)c1ccc(-c2cc3ccccc3c(=O)o2)cc1	6	-11	1.3	-2	1	-5	-0.2	/	3
O=C(COC(=O)c1ccc(O)cc1O)NCCN1C(=O)CSC1=O	3	8	0.5	-1	-2	-3	0.6	i	-4
CCC(C)(C)NC(=O)CN(Cc1ccccc1Cl)C(=O)CCC(=O)Nc1cc(C)ccn1	-5	4	-1.4	-4	2	1	-1.2	i	1
Cc1ccc2oc(=O)c3cnn(CC(=O)N4CCCCCC4)c3c2c1	-4	-6	2.4	4	1	-2	-0.7	i	0
CCOc1ccc(N(CC(N)=O)S(=O)(=O)c2ccc(F)cc2)cc1	-1	5	-0.8	-5	-1	0	-0.6	i	-2
OC(CN1C2=NCCN2c2ccccc21)c1ccc2c(c1)OCO2 (centres undefined)	4	13	-0.6	-9	4	0	-0.7	i	-11
CCc1nc2ccc(C(=O)NCC3CCCCC3)cn2c1N(CCC(C)C)CCN(C)C	-3	16	-0.8	-2	2	19	-0.4	i	-7
O=c1[nH]cnc2c1oc1ccccc12	2	-9	-0.8	-1	1	2	-0.7	i	-4
CCOC(=O)N1CCN(C(=O)CSCC(=O)N=c2sc3cc(OC)ccc3n2C)CC1	0	37	0.9	-3	3	-3	0.6	i	-2
COc1ccc(C(=O)NC(NC(=O)c2ccc(OC)c(OC)c2)c2ccccc2F)cc1OC	2	-3	-0.7	-2	-3	-8	-0.6	i	-8
CC(=O)Nc1ccc2nc(-c3ccccc3)cn2c1	1	-22	-0.9	-7	0	-5	-0.2	+	-12
Cn1c(CNC(=O)CNC(=O)Cc2ccccc2)cc(=O)n(C)c1=O	-3	-5	-0.3	-2	-3	-2	0.5	i	-8
CC(C(=O)Nc1ccc(C(F)(F)F)cc1)N(C)CC(=O)N1CCN(Cc2ccccc2)CC1 (centres undefined)	0	7	0.5	-8	6	-5	-0.5	i	0
O=C1/C(=C/c2cccc([N+](=O)[O-])c2)CSc2ccc(Cl)cc21	3	11	-0.9	-1	-1	-4	0.0	i	49
O=C(Nc1ccccc1N1CCCCC1)c1ccc(Cl)cc1	2	-10	0.4	-4	1	-2	-0.5	i	20
Nc1c(Nc2ccccc2)c2ccccc2oc1=O	-2	20	0.1	-14	0	-1	-1.1	i	-6
CCCC(C(=O)NC(C)(C)C)N(CC1CCCO1)C(=O)c1snc(C(N)=O)c1N (centres undefined)	-6	3	1.5	-4	-3	6	-0.4	i	-6
O=C(Cc1ccc2c(c1)OCCO2)N1CCN(S(=O)(=O)c2cccc(Cl)c2Cl)CC1	-2	-11	2.3	3	4	7	-0.2	i	3
CC(C)(C)NC(=O)C(=O)NN=C1CCCCCCCCCCC1	-8	9	0.5	-1	1	-2	-0.9	i	13
Cc1c(C)c2ccc(OC3CCCCC3=O)cc2oc1=O (centres undefined)	0	12	2.3	1	-1	4	0.2	/	0
COc1ccc(Cc2nc(=S)[nH][nH]2)cc1Br	3	25	-0.1	7	0	-5	-0.1	i	0
COc1ccccc1CN1[C@@H](CC(=O)O)c2cc(F)ccc2S1(=O)=O	9	14	-0.5	-13	5	1	-0.5	i	-6
Clc1ccccc1N=C1NN=C(c2cccs2)CS1	3	-33	1.9	-6	2	2	-0.1	i	19
CC(C)C[C@H]1CN([C@@H](Cc2ccc(O)cc2)CN2CCC[C@@H]2CN2C(=O)C(=O)NC[C@@H]2Cc2ccccc2)C(=O)C(=O)N1CC1CCCCC1	0	5	1.5	1	-7	2	-0.4	i	14
COCCNC(=O)c1ccc(CS(=O)(=O)c2ccccc2)o1	1	23	0.4	-10	1	-2	-1.2	i	-8

Four of the entries above in order of the Tb MetRS inh value, falling:
SMILES	CSN deneddyl inh	MLLE-PAM2 inh	MsrA inh	bovine MsrA act	Rin1-Abl PPI inh	eLon inh	Tb MetRS inh	Neddylation inh
O=C1/C(=C/c2cccc([N+](=O)[O-])c2)CSc2ccc(Cl)cc21	3	11	-0.9	-1	-1	-4	0.0	i
CCc1nc2ccc(C(=O)NCC3CCCCC3)cn2c1N(CCC(C)C)CCN(C)C	-3	16	-0.8	-2	2	19	-0.4	i
COc1ccccc1CN1[C@@H](CC(=O)O)c2cc(F)ccc2S1(=O)=O	9	14	-0.5	-13	5	1	-0.5	i
CCC(C)(C)NC(=O)CN(Cc1ccccc1Cl)C(=O)CCC(=O)Nc1cc(C)ccn1	-5	4	-1.4	-4	2	1	-1.2	i

The list goes on.
SMILES	CSN deneddyl inh	MLLE-PAM2 inh	MsrA inh	bovine MsrA act	Rin1-Abl PPI inh	eLon inh	Tb MetRS inh	Neddylation inh	FAS-TE inh
CC1=C(C(=O)N(C)C)CC(CC(=O)NC2CCCC2)C(=O)N1Cc1ccc(F)cc1 (centres undefined)	0	-7	-0.6	4	-2	4	-1.0	i	-7
CC1=C(C(=O)Nc2ccccc2)C(c2ccccn2)n2nc(CCCO)nc2N1 (centres undefined)	-6	-1	-0.1	-9	2	1	-0.6	i	-6
Cc1ccc(S(=O)(=O)N(C)CC(=O)Nc2nc3ccccc3s2)cc1	2	-6	1.5	-7	-2	4	-1.3	i	8
CCc1ccccc1N1CC(C(=O)Nc2nccs2)CC1=O (centres undefined)	-2	-5	0.7	-1	-3	4	-0.9	i	-4
O=C(c1ccccc1)c1ccc(O)c(O)c1O	59	28	0.9	-4	9	-6	0.8	i	-1
COc1ccccc1NC(=O)COC(=O)Cc1c[nH]c2ccccc12	0	-4	0.3	-3	-3	-12	0.7	i	4
CN1CCN(C(=O)c2cc3ccccc3[nH]2)CC1	-3	6	0.6	1	1	0	-0.4	i	-8
CC(C)(C)C(=O)/C=C(N)/C=C/c1ccccc1	0	-2	1.2	-2	-4	2	-0.3	i	4
OCCC1CN(Cc2ccc3cccc(F)c3n2)CCN1Cc1ccccc1 (centres undefined)	-4	-2	0.0	-3	0	-7	-0.8	i	-3
COc1cc(C2=NOC(C(=O)N3CCCCCC3)C2)cc(OC)c1OC (centres undefined)	0	-10	1.2	-13	-1	0	-1.8	i	-12
COc1ccc(/C(N)=N/OC(=O)CSc2ccc(C)cc2)cc1	-5	15	-0.2	-8	-1	7	-1.1	i	22

Marked active in Tb MetRS inh (from the list above):
compound	CSN deneddyl inh	MLLE-PAM2 inh	MsrA inh	bovine MsrA act	Rin1-Abl PPI inh	eLon inh	Tb MetRS inh	Neddylation inh
O=C(Nc1ccc(S(=O)(=O)Nc2ncccn2)cc1)c1cncc(Br)c1	-14	-37	0.5	-15	11*	13	64*	i
